From PubChem
STAT3 activator: IL-6 driven STAT3 reporter potentiators, primary screen, U3A cells, luciferase, luminescence, MLSCN library | IL-6 STAT3-luciferase reporter; 100% = signal with IL-6 EC80 alone | activation (% of control), % at 5.6 µM | hit rate 0.91% among 190,000;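 active means activation above the screen-wide mean of compound activation plus 3 SD, cut at about 130% in these data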;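 further: 0% = background luminescence of wells with medium and substrate only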
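Material: STAT1-lacking human U3A cells, STAT3 luciferase reporter | Benchmarks: IL-6-only wells as 100% reference | Probe or stimulus: IL-6 (33 ng/mL) | Timing: Compound 1 h, then IL-6 6 h at 37 °C | Detection: Luminescence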
S1P3 antag: S1P3 receptor antagonists, primary screen, cell-based | Sphingosine 1-phosphate receptor 3 (Homo sapiens), Q99500 | CHO S1P3 NFAT-BLA reporter, FRET fluorescence, antagonist mode | inhibition, % at 4.98 µM | hit rate 0.27% among 170,000 | AID 485, 2006;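 active means inhibition above the plate cutoff, the mean inhibition of test wells on that plate plus 3 SD, cut at about 28% in these data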;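 further: cells challenged with S1P at its EC80 of 0.8 µM; blue over green emission ratio from cleaved BLA substrate after 4 h stimulation; 0% = S1P-stimulated wells and 100% = unstimulated DMSO-only wells; some compounds past the cut are filed as inactive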
PPARg SRC3 recr: PPARgamma agonists recruiting SRC-3 coactivator, primary screen, biochemical; Peroxisome proliferator-activated receptor gamma (Homo sapiens), P37231; biochemical PPARgamma/SRC-3 coactivator recruitment assay; activation, % at 8 µM; hit rate 0.26% among 200,000; in the data active means activation above about 23%;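 further: 0% = DMSO and 100% = reference agonist; some compounds past the cut are filed as inactive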
PPARg SRC1 recr: PPARgamma agonists recruiting SRC-1 coactivator, primary screen, biochemical; Peroxisome proliferator-activated receptor gamma (Homo sapiens), P37231; PPARgamma-SRC-1 coactivator recruitment biochemical assay; activation, % at 8 µM; hit rate 0.41% among 200,000; in the data active means activation above about 19%;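 further: 0% = DMSO and 100% = reference agonist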
ROMK mod: ROMK potassium channel modulators, primary screen, cell-based, thallium flux, MLSMR library; ATP-sensitive inward rectifier potassium channel 1 (Homo sapiens), P48048; Tet-inducible ROMK, thallium flux fluorescence; actives lie on both sides; B-score at 10 µM; hit rate 2% among 130,000; AID 1918, 2009;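 active means signal ratio slope over the read window, or its plate-corrected B-score, at least 3 SD from the plate mean, either direction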;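 further: B-score of the F/F0 ratio slope over 7 to 12 s after thallium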
STAT1 inh: STAT1 signaling inhibitors, primary screen, cell-based, HTS, luciferase reporter | NIH 3T3 STAT1-luciferase reporter, IFN-gamma, luminescence | AID 920, 2007 | inhibition, % at 5.5 µM | hit rate 0.35% among 200,000;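 active means inhibition above a set limit, the mean inhibition across all tested compounds plus 3 SD, cut at about 34% in these data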;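 further: 0% = IFN-gamma with DMSO and 100% = IFN-gamma with 300 µM nifuroxazide; values of inactives mirror those of a sister screen read the other way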
TLR4-MyD88 BLA: inhibitors of TLR4-MyD88 association in cells, primary screen, cell-based, HeLa CL3-4, BLA complementation, FRET ratio; inhibition, % at 8.4 µM; Toll-like receptor 4 (Homo sapiens) + Myeloid differentiation primary response protein …; HeLa CL3-4 TLR4/MyD88 BLA complementation; hit rate 0.18% among 200,000; AID 861, 2007; in the data active means inhibition above about 25%;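 further: 0% = vehicle and 100% = reference inhibitor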
Target sequence (O00206 whole entry, looked up): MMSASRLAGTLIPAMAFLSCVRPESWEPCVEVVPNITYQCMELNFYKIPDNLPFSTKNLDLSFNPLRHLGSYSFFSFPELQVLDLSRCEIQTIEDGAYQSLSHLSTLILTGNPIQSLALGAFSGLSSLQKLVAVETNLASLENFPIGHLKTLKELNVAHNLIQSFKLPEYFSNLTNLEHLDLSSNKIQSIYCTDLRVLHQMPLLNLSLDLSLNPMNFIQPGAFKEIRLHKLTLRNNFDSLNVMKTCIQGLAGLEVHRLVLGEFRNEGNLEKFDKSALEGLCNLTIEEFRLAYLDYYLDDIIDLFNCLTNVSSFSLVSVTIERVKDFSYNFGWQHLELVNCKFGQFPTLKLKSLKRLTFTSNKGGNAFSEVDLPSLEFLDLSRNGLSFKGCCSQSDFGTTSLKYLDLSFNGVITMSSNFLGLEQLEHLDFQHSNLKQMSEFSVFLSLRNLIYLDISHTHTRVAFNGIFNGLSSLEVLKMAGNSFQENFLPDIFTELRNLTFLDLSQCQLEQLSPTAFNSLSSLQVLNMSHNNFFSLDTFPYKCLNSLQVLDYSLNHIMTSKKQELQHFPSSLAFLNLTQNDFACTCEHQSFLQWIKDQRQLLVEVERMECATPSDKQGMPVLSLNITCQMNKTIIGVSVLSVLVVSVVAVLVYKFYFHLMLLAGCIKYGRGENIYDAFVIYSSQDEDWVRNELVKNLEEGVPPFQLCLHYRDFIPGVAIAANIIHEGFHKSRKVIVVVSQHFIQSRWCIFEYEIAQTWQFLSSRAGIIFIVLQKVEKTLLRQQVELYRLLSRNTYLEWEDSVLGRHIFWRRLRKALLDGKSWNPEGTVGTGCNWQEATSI
Target sequence (Q99836 whole entry, looked up): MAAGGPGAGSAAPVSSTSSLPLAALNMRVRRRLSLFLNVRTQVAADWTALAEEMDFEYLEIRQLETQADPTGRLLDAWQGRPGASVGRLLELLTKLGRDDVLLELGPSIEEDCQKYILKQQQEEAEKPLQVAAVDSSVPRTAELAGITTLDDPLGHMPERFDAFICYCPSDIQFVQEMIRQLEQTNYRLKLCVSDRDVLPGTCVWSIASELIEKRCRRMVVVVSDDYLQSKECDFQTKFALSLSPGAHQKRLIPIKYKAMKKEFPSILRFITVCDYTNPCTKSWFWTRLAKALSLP
PPARg SRC2 recr: agonists of PPARg-SRC-2 recruitment, primary screen, biochemical, HTS | PPARgamma LBD-SRC-2 recruitment | hit rate 0.34% among 200,000 | Peroxisome proliferator-activated receptor gamma (Homo sapiens), P37231 | activation, % at 8 µM; in the data active means activation above about 22%;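 further: 0% = vehicle and 100% = reference agonist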
SRC2 TRFRET art: TR-FRET signal artefacts, primary screen, artefact control for PPARgamma SRC-2 agonist project, biochemical. TR-FRET artefact counter-screen; stronger effect = higher value. TR-FRET ratio at 8 µM. hit rate 0.4% among 200,000. AID 1049, 2008; in the data active means TR-FRET ratio above about 2000; further: inactives centre near 1500
STAT3 inh: IL-6 driven STAT3 reporter inhibitors, primary screen, U3A cells, luciferase, luminescence, MLSCN library; IL-6 STAT3-luciferase reporter; host cell line lacks STAT1; inhibition, % at 5.5 µM; hit rate 0.89% among 190,000; AID 862, 2007;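 active means inhibition above the mean inhibition across all screened compounds plus 3 SD, cut at about 44% in these data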;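 further: 0% = DMSO only wells and 100% = 100 µM nifuroxazide control wells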
RAM inhibit: inhibitors of the yeast RAM network, primary screen, dse1pr::URA3 reporter, 5-FOA selection | S. cerevisiae dse1pr::URA3 reporter, 5-FOA growth OD615, 2 d; analog-sensitive cbk1-as2 kinase mutant strain | inhibition, % at 50 µM | hit rate 1.8% among 190,000;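 active means inhibition above a set limit, 3 SD over mean compound inhibition, cut at about 8.4% in these data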;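 further: 0% = DMSO-only wells with no growth and 100% = 10 µM 1-NA-PP1 full growth; inhibition rescues growth on 5-FOA so higher OD means more RAM inhibition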
Starred values were filed as active, the others as inactive; nt = no result given.

SMILES	STAT3 activator	S1P3 antag	PPARg SRC3 recr	PPARg SRC1 recr	ROMK mod	STAT1 inh	TLR4-MyD88 BLA	PPARg SRC2 recr	SRC2 TRFRET art	STAT3 inh	RAM inhibit
O=C(N/C(=C\c1cn(-c2ccccc2)nc1-c1ccc(Cl)cc1)C(=O)N1CCOCC1)c1ccccc1	83.1	-7.7	0.7	-0.7	nt	-11.4	14.5	4.8	1523	22.0	6.5
N#Cc1ccccc1Sc1ccccc1C(=O)Nc1ccc(Br)cc1	93.6	nt	-2.6	2.6	nt	-0.4	6.2	8.9	1658	18.5	5.9
Cc1ccccc1CSc1ncc(C#N)c(N)n1	92.0	-24.2	-1.5	2.0	-1.26	-72.6	-8.7	5.0	1514	10.1	3.9
COC(=O)CSc1nc(N)c(C#N)c(-c2ccco2)c1C#N	90.7	nt	8.4	1.2	nt	-7.4	-10.1	1.6	1661	14.8	4.4
COc1ccc(N2C(=O)CC(N(Cc3ccco3)C(=O)CCC(=O)O)C2=O)cc1 (configuration not stated)	95.0	10.4	1.2	0.5	-0.0407	-2.4	0.3	6.4	1493	8.1	0.5
COc1cccc(OC)c1C(=O)Nc1ccc([N+](=O)[O-])cn1	99.4	-2.5	2.9	8.5	nt	2.6	1.9	2.7	1429	3.5	2.7
CCN(C(=O)COc1ccc(C)nc1[N+](=O)[O-])C1CCS(=O)(=O)C1 (configuration not stated)	104.5	-7.8	-0.4	-6.9	-0.154	-4.1	-1.2	8.9	1687	-5.4	1.1
Cc1cc(Cl)nc(Cl)c1C(=O)N1CCOCC1	94.0	3.9	5.8	4.8	0.828	-4.0	-22.5	-2.5	1737	12.2	-1.0
O=C(CSc1ncn[nH]1)Nc1ccc(Cl)c(Cl)c1	94.7	-16.3	-3.1	10.2	nt	-1.8	-2.7	-5.2	1471	10.5	0.3
NS(=O)(=O)c1ccc(NCc2ccccc2OCc2ccccc2F)cc1	89.1	nt	-0.6	2.4	nt	1.0	2.3	3.9	1359	18.3	4.0
Cc1cc(Oc2ccccc2)nc(-c2ccccc2)n1	104.7	15.6	8.2	5.4	nt	-4.3	4.7	10.4	1560	0.7	0.8
Cc1ccccc1C(=O)N1CCN(c2ccc([N+](=O)[O-])c(NCc3cccnc3)c2)CC1	96.9	-9.6	-0.2	13.0	-1.67	4.8	1.9	6.8	1640	7.4	2.4
COC(=O)c1ccc(NC(=O)c2ccccc2CC[N+](=O)[O-])cc1	92.5	-3.0	1.1	4.1	nt	-6.8	-0.1	-2.5	1559	12.4	3.9
Cc1ccccc1NC(=O)c1cnc(Nc2nc3ccccc3s2)nc1C	96.2	nt	7.5	3.9	nt	1.8	-6.8	0.6	1554	6.2	3.9
O=[N+]([O-])c1cccc(C(=S)N2CCCC2)c1	96.8	-7.4	1.0	1.0	-0.493	4.9	2.3	8.0	1757	6.0	1.1
COC(=O)c1c(C(=O)OC)c(-c2ccccc2)n2c1CS(=O)(=O)C2	98.7	nt	2.3	0.5	-0.00267	-4.2	-0.7	2.2	1460	7.1	1.0
O=C(NNC1CC(=O)N(c2ccc(Br)cc2)C1=O)c1ccccn1 (configuration not stated)	95.8	-10.3	-0.7	2.6	0.557	-5.2	3.4	7.7	1424	6.5	3.2
COc1cccc(NS(=O)(=O)c2ccc(OC)c(OC)c2)c1	99.0	63.1*	3.9	0.8	nt	-0.1	18.5	5.5	1551	7.7	1.0
Cc1c(NC(=O)c2cnn3c(C(F)(F)F)cc(-c4ccco4)nc23)c(=O)n(-c2ccccc2)n1C	95.4	4.2	-6.7	0.7	nt	-5.7	-11.5	-4.6	1424	10.7	1.6
COc1cccc(OC)c1C(=O)Nc1cccc(-c2ccc3nncn3n2)c1	93.7	-18.0	2.2	-0.9	0.166	-4.4	1.8	2.3	1530	14.6	0.8
CSCCC(NS(=O)(=O)c1ccccc1F)C(=O)NC(C)c1ccccc1 (configuration not stated)	101.4	-4.1	-1.2	-1.8	-0.483	0.9	-3.5	-2.3	1435	-0.4	1.1
CCCOC(=O)C(=O)NNc1ccccc1	96.3	11.7	-3.3	5.3	-0.649	2.8	5.4	3.1	1630	5.9	0.6
Cc1cc(-n2c(C)cc(C(=O)CSc3nnc4sc5ccccc5n34)c2C)no1	96.3	-13.3	2.1	1.1	nt	-2.4	-2.1	0.7	1520	9.7	1.8
CCCCCOC(=O)C1=C(C)N(C)C(=O)NC1c1cc(Br)c(O)c(OC)c1 (configuration not stated)	96.8	-11.0	11.2	10.1	nt	-1.5	8.1	8.3	1471	5.9	2.0

Three entries from above, arranged by the number in RAM inhibit, rising.
structure,STAT3 activator,S1P3 antag,ROMK mod,STAT1 inh,TLR4-MyD88 BLA,RAM inhibit
COc1cccc(OC)c1C(=O)Nc1cccc(-c2ccc3nncn3n2)c1,93.7,-18.0,0.166,-4.4,1.8,0.8
CSCCC(NS(=O)(=O)c1ccccc1F)C(=O)NC(C)c1ccccc1 (configuration not stated),101.4,-4.1,-0.483,0.9,-3.5,1.1
O=C(NNC1CC(=O)N(c2ccc(Br)cc2)C1=O)c1ccccn1 (configuration not stated),95.8,-10.3,0.557,-5.2,3.4,3.2

Further entries follow:
smiles | STAT3 activator | S1P3 antag | PPARg SRC3 recr | PPARg SRC1 recr | ROMK mod | STAT1 inh | TLR4-MyD88 BLA | PPARg SRC2 recr | SRC2 TRFRET art | STAT3 inh | RAM inhibit
CCSc1nc(=S)n(CC)c(C)c1C(C)=O | 105.5 | 13.8 | -14.3 | 3.5 | nt | -2.0 | -9.7 | -6.5 | 1639 | -1.6 | 0.0
COC(=O)c1c(NC(C)=O)sc(Cc2ccccc2)c1C | 94.4 | nt | 9.9 | 6.7 | nt | 5.7 | -2.5 | 2.1 | 1657 | 12.5 | 5.9
CCn1nnc(NC(=O)Cc2ccc(Cl)cc2)n1 | 103.8 | -2.3 | 4.1 | -1.6 | -0.672 | -0.3 | 1.6 | 1.8 | 1606 | 2.8 | 0.8
CN1C(=O)SC(Nc2ccccc2C(=O)O)C1=O (configuration not stated) | 103.1 | -3.8 | 0.6 | -0.3 | -0.13 | 2.8 | 12.5 | 0.9 | 1497 | 2.8 | 0.5
O=C(Nc1ccc(Br)cc1)c1ccc(N2C(=O)C3CC=CCC3C2=O)cc1 (configuration not stated) | 84.7 | -1.0 | 4.0 | -1.5 | -0.0111 | -6.3 | -10.4 | -4.5 | 1408 | 16.2 | 1.9
C/C(N)=C(/C#N)C(=O)CSc1nc2scc(-c3ccc(F)cc3)c2c(=O)n1C | 100.3 | -14.4 | 5.7 | 6.4 | -1 | -0.6 | -1.1 | 7.2 | 1601 | 8.0 | 7.3
O=C(Nc1nc2ccc([N+](=O)[O-])cc2s1)c1ccc(S(=O)(=O)N2CCCc3ccccc32)cc1 | 85.3 | -13.5 | 0.9 | 8.5 | -2.44 | 12.3 | 3.7 | 9.0 | 1757 | 21.1 | 2.8
O=C(c1ccc2c3c(cccc13)CC2)C1CCCN(C(=O)c2ccc(=O)[nH]c2)C1 (configuration not stated) | 101.2 | -4.5 | 4.8 | 7.2 | 0.718 | 0.9 | 2.8 | 12.4 | 1612 | 5.7 | 2.1
COc1ccc2oc(C(=O)NN3C(C)CCCC3C)c(C)c2c1 (configuration not stated) | 100.6 | -7.4 | -0.7 | -1.6 | -0.0515 | -5.9 | -2.8 | 2.3 | 1570 | 3.3 | 1.1
S=c1[nH]nc(COc2ccccc2)n1-c1ccccc1 | 95.0 | -10.3 | 5.6 | 10.9 | 1.19 | 3.5 | -7.5 | -4.4 | 1721 | 8.2 | 2.0
CC(=O)c1ccc(N2CCN(C(=S)NCc3ccco3)CC2)cc1 | 96.6 | -7.0 | -0.4 | 1.8 | -1.96 | 15.5 | 9.8 | -1.1 | 1486 | 6.3 | 1.6
Cc1cc(C(F)(F)F)nc(SCC(=O)Nc2cc(C)on2)n1 | 99.0 | nt | 5.9 | 3.0 | nt | -0.6 | -18.3 | 4.8 | 1670 | 4.3 | 3.2
CC1CCN(C(C(=O)NC2CCCCC2)c2cc3c(cc2[N+](=O)[O-])OCO3)CC1 (configuration not stated) | 109.7 | 0.5 | 0.8 | 10.3 | -3.06* | 0.7 | -9.2 | -1.5 | 1502 | -7.2 | 0.3
O=C(/C=C/c1ccc(N2CCCCC2)c([N+](=O)[O-])c1)c1ccc(O)cc1 | 129.9 | 6.5 | -2.0 | -4.4 | 0.346 | -48.8 | 8.3 | -1.1 | 1651 | -29.1 | 8.6*
Fc1ccc(Nc2ccc3ccccc3n2)c(F)c1 | 41.5 | -1.7 | 11.4 | 3.3 | -1.16 | 44.2* | 8.2 | 12.0 | 1664 | 72.4* | 0.0
CCn1c(SCC(=O)C(C)(C)C)nnc1-c1cccnc1 | 97.2 | -16.1 | 2.0 | -0.9 | -0.00691 | -3.1 | -8.2 | 8.0 | 1585 | 7.6 | -0.7
CCN(CCCNC(=O)C1CCC(=O)N1Cc1ccc(F)cc1)c1cccc(C)c1 (configuration not stated) | 105.3 | 15.6 | 8.9 | 5.8 | nt | 4.8 | -1.1 | 5.5 | 1564 | -0.2 | 1.7
Cc1ccc2c(c1)C1CN(C)CCC1N2C(=O)c1cccc(S(=O)(=O)N(C)C)c1 (configuration not stated) | 87.8 | -17.1 | 3.1 | 8.0 | 0.965 | 4.7 | -1.5 | 5.5 | 1754 | 17.3 | 0.5
NS(=O)(=O)c1ccc(CCNC(=O)CSc2ncnc3ccccc23)cc1 | 113.2 | 17.3 | 7.3 | 1.0 | 0.723 | 6.6 | 1.0 | 3.6 | 1510 | -16.9 | 0.9
COc1cccc(NC(=O)c2ccc(CN3CCN(c4ccccc4)CC3)cc2)c1 | 82.1 | 7.2 | 1.8 | 9.1 | -1.44 | 8.9 | -10.4 | 9.2 | 1653 | 29.1 | 0.5
O=c1cc(-c2ccccc2Cl)oc2c(Br)ccc(O)c12 | 98.3 | 0.9 | -3.6 | -8.1 | -0.0416 | 4.3 | -14.5 | -2.9 | 1518 | -0.8 | 3.0
